# INS promoter inh: TRM-6 insulin promoter activity inhibition; TRM-6 cells (human fetal islet line), insulin promoter-eGFP reporter, imaging; reporter expression induced with tamoxifen; inhibition, % at 2 µM; actives 0.9% (n = 130,000); AID 1273;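 active = inhibition above the mean plus 3 SD, with well images judged a real hit on visual review, cut at about 60% in these data, passing the limit was not always enough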
# sdo1 growth: restores growth of sdo1-depleted yeast; AID 817; actives 0.21% (n = 140,000); z-score at 10 µM; S. cerevisiae sdo1-depleted JHY4D growth rescue, OD600 30 h; hits give high values; pdr5 snq2 efflux-pump mutant strain;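 active = z-score above 3 at both the 24 hr and the 30 hr optical density reads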;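 also: z-score against mean and SD of all compound wells on the same plate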
# sdo1 growth Rescue 24 h: further read-out of sdo1 growth, marked with its call; z-score; S. cerevisiae sdo1-depleted JHY4D growth rescue, OD600; measured here: growth rescue at 24 h;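 0 is the plate mean of compound wells and units are plate SD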
# * marks the source's active call; other numbers are inactive results; x = not tested or not shown; [ ] = remark or other dose. Not a hit list; overall some 0.99% were active at least once.
entry	INS promoter inh	Molecule	sdo1 growth	sdo1 growth Rescue 24 h
1	x	CN(C(=O)COc1cc(=O)n(C)c2ccccc12)c1ccc(Cl)cc1	-0.31	0.63
2	32	O=C(CN1C(=O)S/C(=C/c2cccs2)C1=O)N1CCOCC1	0.9	0.5
3	29	COc1cc(Cl)c(C)cc1NC(=S)NN	x	x
4	-103	Cc1ccnc(N2CCCC(C(=O)Nc3nnc(C)s3)C2)n1 (stereo unspecified)	-0.33	-0.7
5	x	COc1cc2c(cc1OC)CN(C(=O)c1cc(S(=O)(=O)N3CCOCC3)ccc1Cl)CC2	0.54	0.13
6	24	COc1ccc(S(=O)(=O)N(CC(N)=O)C2CCCCC2)cc1Cl	2.1	1.8
7	50	Cn1c(=O)[nH]c(=O)c2c1nc(CN1CCOCC1)n2Cc1ccc(F)cc1	0.14	-0.64
8	-47	CN(C)CCNC(=O)Nc1ccc([N+](=O)[O-])cc1	x	x
9	33	COc1ccc(OC)c(C(=O)c2coc3ccc(OC)cc23)c1	-0.4	0.27
10	0	CN(C)/C(CN1CCOCC1)=C1\N=C(c2ccccc2)OC1=O	0.11	0.57
11	x	CCC(=O)N1CCc2cc(S(=O)(=O)NC(CC(C)C)C(=O)N3CCc4ccccc43)ccc21 (stereo unspecified)	-0.66	-0.18
12	-10	Cc1ccc(C(=O)NCc2ccco2)cc1Br	0.66	1.7
13	-14	Clc1ccc(-n2c(SC/C=C/c3ccccc3)nnc2-c2cccnc2)cc1	-1.1	-0.97
14	12	Cc1ccc(-c2c(C)sc(NC(=O)C3C4CCC(O4)C3C(=O)O)c2C(=O)OC(C)C)cc1 (stereo unspecified)	0.07	-0.3
15	x	c1ccc(-c2nc(CSc3nnnn3-c3ccccc3)cs2)cc1	-1.2	-1

# A second format for part of the listing above.
1) CN(C(=O)COc1cc(=O)n(C)c2ccccc12)c1ccc(Cl)cc1
15) c1ccc(-c2nc(CSc3nnnn3-c3ccccc3)cs2)cc1
screen / no.	1	15
INS promoter inh	x	x
sdo1 growth	-0.31	-1.2
sdo1 growth Rescue 24 h	0.63	-1

# Values in list order from above.
# INS promoter inh, compounds 5–9, in order: x, 24, 50, -47, 33
# sdo1 growth Rescue 24 h, compounds 5–9, in order: 0.13, 1.8, -0.64, x, 0.27
# sdo1 growth, compounds 5–9, in order: 0.54, 2.1, 0.14, x, -0.4

# Continued.
entry	INS promoter inh	Molecule	sdo1 growth	sdo1 growth Rescue 24 h
16	10	O=C1CCN(S(=O)(=O)c2ccccc2)N1	-0.18	-0.23
17	13	Cc1cc(C(C)(C)C)oc1C(=O)N(CC(=O)NC1CCCC1)Cc1ccc(F)cc1	-0.81	-0.7
18	19	N#Cc1ccc(C(=O)Nc2cc(S(=O)(=O)Nc3ccc(Cl)cc3)ccc2N2CCCCC2)cc1	-0.85	-0.55
19	-40	CCN(CC)C(=O)Oc1ccc(Br)c2ccccc12	-0.91	-0.78
20	-3	CC(=O)/C(C(=N)N1CCN(C(c2ccccc2)c2ccccc2)CC1)=C(\C)O	0.44	0.45
21	x	CN(CC(CC(=O)Nc1nncs1)c1ccccc1)S(=O)(=O)c1ccccc1 (stereo unspecified)	-0.35	-0.82
22	x	CCn1c(SCC(=O)N/N=C/C(C)=C/c2ccco2)nnc1-c1ccccc1	-0.84	-2.4
23	-23	Cc1nn(Cc2ccc([N+](=O)[O-])cc2)c(=O)n1-c1ccccc1	1	0.97
24	-39	CC(C)=CC(=O)OCC(=O)Nc1nc(C)c(Cl)cc1Cl	0.59	0.48
25	-31	Cc1ccc(NC(=O)c2cc(S(=O)(=O)N3CCOCC3)c(Br)s2)cc1	-1.7	-0.9
26	36	CCOC(=O)c1ccc(NCc2ccc(N(C)C)cc2)cc1	-0.56	-0.14
27	x	O=C(NCc1ccco1)c1ccc(Cl)c(S(=O)(=O)N2CCc3ccccc32)c1	-1.1	-0.69
28	56	Cc1cc(C)nc(NC(=O)CSc2ncccn2)n1	x	x
29	x	COc1ccc2cc(CN(CC3COCCO3)S(=O)(=O)c3ccccc3)c(=O)[nH]c2c1 (stereo unspecified)	0.14	-0.19
30	-40	CN(C(=O)C12CC3CC(CC(C3)C1)C2)C1CCS(=O)(=O)C1 (stereo unspecified)	0.78	0.16
31	45	CCC1=C/C(=C\c2ccc3c(c2)OCO3)C(=O)S1	-1.1	-1.3
32	33	COC(=O)c1nn(-c2ccccc2)c(Cl)c1/C=N/OCc1ccc(C)cc1	-0.04	0.78
33	-44	Cc1ccc(CN2C(=O)CCC2C(=O)NCc2cccnc2)cc1 (stereo unspecified)	1.2	-0.11
34	44	COc1ccc(C(=O)CSc2nnc(CN3CCCCC3)n2-c2ccc(F)cc2)cc1OC	-0.09	-0.61
35	30	COc1cc(C(=O)OCCCN2CCOCC2)ccc1O	x	x
36	-6	CCN(CCCn1c(=S)[nH]c2ccc(N3CCOCC3)cc2c1=O)c1ccccc1	x	x
37	-20	CCCCCOc1ccc(Cn2ccnc2)cc1[N+](=O)[O-]	-2.5	-2.3
38	-5	C/C(=N\NS(=O)(=O)c1ccc(Cl)c([N+](=O)[O-])c1)c1ccc(C)o1	-0.23	-1.1
39	70	Cc1cc2ccccc2c(=O)n1CC(=O)Nc1ccc2c(c1)OCCO2	0.43	0.53
40	39	CCOCCCNC(=O)c1ccc(NC(C)=O)cc1	-0.67	-0.75
41	50	COc1ccc(-c2cc(C#N)nc(N3CCN(c4ccccc4)CC3)n2)cc1	-0.03	0.19
42	6	COc1cc(/C=C2\S/C(=N/S(=O)(=O)c3ccccc3)NC2=O)c([N+](=O)[O-])cc1OC	0.86	0.64
43	36	CC(C)CNC(=O)CSc1nnc2ccccn12	x	x
44	46	O=C1C2CC=CCC2C(=O)N1n1cnnc1 (stereo unspecified)	x	x
45	x	CCCSc1nnc(Cn2c(=O)sc3ccccc32)n1C	0.91	1.3

# Single records (already shown). Values in the order: INS promoter inh	sdo1 growth	sdo1 growth Rescue 24 h
# C/C(=N\NS(=O)(=O)c1ccc(Cl)c([N+](=O)[O-])c1)c1ccc(C)o1 is listed as -5	-0.23	-1.1
# COC(=O)c1nn(-c2ccccc2)c(Cl)c1/C=N/OCc1ccc(C)cc1 is listed as 33	-0.04	0.78
# COc1cc(C(=O)OCCCN2CCOCC2)ccc1O is listed as 30	x	x
# CCN(CCCn1c(=S)[nH]c2ccc(N3CCOCC3)cc2c1=O)c1ccccc1 is listed as -6	x	x
# COc1ccc(C(=O)CSc2nnc(CN3CCCCC3)n2-c2ccc(F)cc2)cc1OC is listed as 44	-0.09	-0.61

# Carrying on:
entry	INS promoter inh	Molecule	sdo1 growth	sdo1 growth Rescue 24 h
46	19	Cc1ccc(NC(=O)CCC(=O)OCCCC(F)(F)C(F)(F)F)cc1	-0.32	-1.8
47	-15	Cc1cc(C)c(S(=O)(=O)Nc2ccc3c(c2)CCC3)c(C)c1	-0.72	-0.27
48	19	Cc1nnc(Nc2ccccn2)c2ccccc12	-2.5	-1.8
49	0	O=C(Nc1nnc(SCc2ccccc2)s1)c1ccco1	-0.43	-1
50	17	O=C(NC1CCCCC1)n1c(=O)oc2cc(S(=O)(=O)N3CCCCC3)ccc21	0.79	1.6
51	-20	CCc1cc(CN2CCOCC2)c(NC(=O)c2ccccc2)s1	x	x
52	x	O=C(CC(NS(=O)(=O)c1ccc(Cl)cc1)c1ccco1)NC1CCCC1 (stereo unspecified)	0.28	-0.09
53	4	COc1cccc(OCCSc2nc(N)cc(N)n2)c1	-0.35	-0.48
54	-50	Cn1c(SCC(=O)Nc2nc(C(C)(C)C)cs2)nnc1C1CC1	x	x
55	43	CCOC(=O)c1cccc(NC(=S)N2CCN(c3ncc4c(=O)c(C(=O)O)cn(CC)c4n3)CC2)c1	x	x
56	-419	CCCSc1nnc(CN2CCOCC2)n1C	0.71	0.37
57	3	COc1ccc(OC)c(S(=O)(=O)n2cnc3cc(C)c(C)cc32)c1	-1.9	-0.98
58	-343	COc1ccc(NC(=O)C(c2ccc(C)cc2)N(C)C(=O)Cc2cccs2)cc1 (stereo unspecified)	-1.8	-0.41
59	-15	CCCCCCCCS(=O)c1sc2nc(C)cc(C)c2c1N (stereo unspecified)	-1.2	-1.3
60	-24	CCCOC(=O)c1ccc(NC(=O)c2ccccc2OC)cc1	x	x
61	4	CCOC(=O)N1CCN(C(=O)Cn2c(C)cc3ccccc3c2=O)CC1	0.26	0.49
62	30	Cc1cc(-c2csc(NC(=O)c3cc4ccccc4o3)n2)c(C)n1C	-2.1	-1.1
63	69	O=C1CC(c2ccc(F)cc2)C(n2cncn2)C(O)=C1C1NCCc2ccccc21 (stereo unspecified)	x	x
64	31	O=C1CCCCC1C(Nc1ccc(Br)cc1)c1ccccc1 (stereo unspecified)	-1.1	-1.7
65	-7	Cc1ccc(NC(=O)c2cccc3c2C(=O)N(C2CCCCC2)C3)cc1	-1.4	-1.4
66	x	COc1ccc(OC)c(NC(=O)Cn2c(-c3ccc(Cl)cc3)noc2=O)c1	-0.64	0.25
67	15	Cc1ccc2c(c1)NC(=O)c1cccc([N+](=O)[O-])c1CO2	x	x
68	-11	C#CCSc1nnc(-c2ccc(OC)cc2)o1	1	1.9
69	-84	CCn1c(Cc2ccccc2)nnc1SCC(=O)N1CCCCC1	-0.05	-0.57
70	27	Cc1nc(C(=O)Nc2ccc(F)cc2)nn1-c1ccc([N+](=O)[O-])cc1	2.2	2.2
71	x	CCOC(=O)/C(=N/Nc1ccccc1)Sc1nnc(CCc2ccccc2)n1-c1ccccc1	-1	-0.51
72	43	Cc1cc2nc(-c3ccc(SCC(=O)NC(C)C)nc3)[nH]c2cc1C	x	x
73	x	Cc1cc(C)nc(NS(=O)(=O)c2ccc(NC(=O)Cn3c(=O)oc4ccccc43)cc2)n1	0.47	-0.11
74	x	CC1=CC(=C2N=C(c3ccccc3)OC2=O)C=C(C)O1	0.41	0.52
75	0	CC(=O)Nc1ccc(NCN2C(=O)C3C4CCC(C4)C3C2=O)cc1 (stereo unspecified)	-0.41	-1.1
76	-53	Cn1c(SCC(=O)NCc2ccc(F)cc2)nc2c([nH]c3ccccc32)c1=O	x	x
77	x	COc1ccc(CNC(=O)Cn2cc3c(n2)CCCCC3)cc1	1.2	1.7
78	x	O=C(NCc1ccc(F)cc1)c1cnn2ccccc12	0.92	0.78
79	x	Cc1ccc2cc(CCNC(=O)c3ccc4c(c3)OCO4)c(=O)[nH]c2c1	0.44	0.61
80	-11	CCOC(=O)c1ccc(-n2ccnc2)c(NC(=O)c2ccc(Cl)cc2)c1	-1.5	-1.1
81	-5	Cc1cc(=O)n(CCc2ccccc2)c(O)c1C#N	-0.68	-0.52
82	50	Cc1cc2n(c(=O)c1C#N)CCCN2c1cccc(Cl)c1	0.28	0.07
83	16	Cc1ccnc(NC(=O)c2ccc(N3C(=O)CCC3=O)cc2)c1	0.5	-0.1
84	35	O=C(NC1CCCCCCC1)c1c(O)c2ccccc2[nH]c1=O	-1.3	-1.1
85	-19	Cc1ccc(NC(=O)N2CCOCC2)c(C)c1	0.22	-0.29
86	x	O=c1c2cn[nH]c2[nH]c(=S)n1-c1ccccc1F	0.41[15.2 µM]	-0.07
87	x	Cc1cc(/C=N/n2c(COc3ccccc3C)nc3ccccc3c2=O)c(O)c([N+](=O)[O-])c1	1.3	1.6
88	x	CCOC(=O)CSC(C)C(=O)Nc1nnc(C(C)C)s1 (stereo unspecified)	0.7	0.88
89	-25	O=C1C2CCCN2C(=O)N1CCCCN1CCN(CCO)CC1 (stereo unspecified)	1.2	0.32
90	-8	O=S(=O)(ON(c1ccccc1)S(=O)(=O)c1ccccc1)c1ccccc1	-1.1	-0.4

# The closing two records of the part before come first, to join the parts:
entry	INS promoter inh	Molecule	sdo1 growth	sdo1 growth Rescue 24 h
89	-25	O=C1C2CCCN2C(=O)N1CCCCN1CCN(CCO)CC1 (stereo unspecified)	1.2	0.32
90	-8	O=S(=O)(ON(c1ccccc1)S(=O)(=O)c1ccccc1)c1ccccc1	-1.1	-0.4
91	67	CC(C)NC(=O)CCNC(=O)c1ccc(F)cc1	1.5[17.7 µM]	1.3
92	9	CC(C)CC(=O)NC(=S)Nc1ccc(NC(=O)c2cccs2)cc1	-1.8	-0.79
93	x	O=C(NCC1CCCO1)c1cccs1 (stereo unspecified)	-0.05	-0.94
94	-11	Nc1nc2ccc(N3CCOCC3)cc2s1	1.3	1.4
95	43	COc1ccc(Nc2nc(N)nc(CN3CCN(c4ccccn4)CC3)n2)cc1	0.82	1.7
96	-31	CCNC(=O)C1=C(O)c2sccc2N(C)S1(=O)=O	x	x
